Assay outcomes from PubChem BioAssay.
TEAD-YAP inh: TEAD-YAP interaction inhibition; inhibition, % at 9.12 µM; actives 1.4% (n = 640,000); HEK-TIYL cells, TEAD-Gal4/YAP UAS-luciferase luminescence; in the data active means inhibition above about 32%;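 further: 0% = median of test compound wells and 100% = reference inhibitor wells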
MITF inh: human MITF inhibition, primary screen; O75030; AlphaScreen MITF homodimerization, bead proximity signal; inhibition, % at 2.6 µM; actives 0.91% (n = 650,000); AID 1259374; in the data active means inhibition above about 50%;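 further: 0% = vehicle wells with protein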
Target sequence (O75030 whole entry, looked up): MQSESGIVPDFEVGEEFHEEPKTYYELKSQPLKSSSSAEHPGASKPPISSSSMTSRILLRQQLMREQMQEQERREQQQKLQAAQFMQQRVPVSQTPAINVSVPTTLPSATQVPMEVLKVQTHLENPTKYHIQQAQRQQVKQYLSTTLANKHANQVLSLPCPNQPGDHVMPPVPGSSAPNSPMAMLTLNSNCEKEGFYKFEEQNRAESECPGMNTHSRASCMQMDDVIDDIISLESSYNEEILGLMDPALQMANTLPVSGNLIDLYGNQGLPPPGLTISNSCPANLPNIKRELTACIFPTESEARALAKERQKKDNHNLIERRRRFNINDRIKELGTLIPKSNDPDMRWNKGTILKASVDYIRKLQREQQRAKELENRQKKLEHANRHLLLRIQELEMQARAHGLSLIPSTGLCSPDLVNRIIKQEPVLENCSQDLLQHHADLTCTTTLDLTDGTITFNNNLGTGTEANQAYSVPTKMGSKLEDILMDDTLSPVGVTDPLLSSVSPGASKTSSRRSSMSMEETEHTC
FBW7 activator: activators of human E3 ligase FBW7; AlphaScreen FBW7–phospho-cyclin E peptide binding, activator screen; AID 1259310; normalized activity (activation), % at 26.1 µM; actives 0.13% (n = 650,000); in the data active means normalized activity above about 1.9%;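 further: purified mutant Fbw7 with reduced substrate affinity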
GPR151 activ: activates the human receptor GPR151 | actives 1% (n = 650,000) | Q8TDV0 | PathHunter beta-arrestin GPR151 cells, luminescence | activation, % at 11.2 µM; in the data active means activation above about 4.9%;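 further: 0% = median of compound wells and 100% = cells with positive control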
Target sequence (Q8TDV0 whole entry, looked up): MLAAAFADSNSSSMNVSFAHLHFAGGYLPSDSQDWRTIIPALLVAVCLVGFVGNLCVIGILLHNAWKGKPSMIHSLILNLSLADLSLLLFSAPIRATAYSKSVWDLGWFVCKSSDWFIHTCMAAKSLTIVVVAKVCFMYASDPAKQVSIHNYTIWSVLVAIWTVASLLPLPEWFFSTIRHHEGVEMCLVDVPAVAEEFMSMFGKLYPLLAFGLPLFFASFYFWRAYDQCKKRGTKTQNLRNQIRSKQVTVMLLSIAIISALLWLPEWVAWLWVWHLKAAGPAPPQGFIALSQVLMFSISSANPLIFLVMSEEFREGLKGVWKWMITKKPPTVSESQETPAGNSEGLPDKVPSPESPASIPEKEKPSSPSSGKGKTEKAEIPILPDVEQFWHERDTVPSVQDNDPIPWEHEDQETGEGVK
* = called active by the depositor. Not a hit list; 3.4% or so of the library scored in one or more.

1	O=C(CN1Cc2ccccc2OC(c2ccccc2)C1)NCc1cccnc1 (stereo not drawn)
2	CC[C@H](C)[C@@H]1NC(=O)[C@H]2CN(C(=O)Oc3cccc4ccccc34)CCN2C1=O
3	COC(=O)CCC(=O)Oc1cccc2ccccc12
4	CCOC(=O)c1c2n(c3cc(Cl)c([N+](=O)[O-])cc3c1=O)CCCCC2
5	CCN1CCN(C(=O)c2cn(-c3ccc(F)cc3F)c(=O)c3ccccc23)CC1
6	O=C1N(Cc2ccccc2)c2ccccc2C12Oc1ccccc1C1CC(c3ccco3)=NN12 (stereo not drawn)
7	N[C@H](COc1ccncc1C(=O)Nc1ccc2[nH]ncc2c1)Cc1ccccc1
8	Cc1nc(C)n(-c2ccc(Nc3nccc(-c4cc(F)cc(-c5nccs5)c4)n3)cc2)n1

screen / no. | 1 | 2 | 3 | 4 | 5 | 6 | 7 | 8
TEAD-YAP inh | 0 | 6 | 12 | 1 | -6 | -4 | -1 | -13
MITF inh | 11 | 11 | 2 | -1 | 1 | 10 | 21 | 21
FBW7 activator | 0.1 | 0.2 | -0.1 | 0.1 | -0.2 | 0.1 | 0.1 | 0.0
GPR151 activ | 0.8 | 0.8 | 1.6 | 1.6 | 2.1 | -1.2 | -0.6 | 0.1

9	NC(=O)NC(CC(=O)Nc1ccc(F)c(F)c1)c1cccc(Oc2ccccc2)c1 (stereo not drawn)
10	COc1ccc(C2Nc3ccccc3-c3nnc(SCc4ccc(C)cc4)nc3O2)cc1O (stereo not drawn)
11	O=C(Nc1ccccc1)/C(=C/c1ccccc1)NC(=O)c1ccccc1
12	Cc1cc(NC(=O)COC(=O)C2COc3ccccc3O2)no1 (stereo not drawn)
13	CCOc1cccc(C2CC(c3ccc(C)cc3)=NC(c3ccc(Br)cc3)N2)c1O (stereo not drawn)
14	CCN1CCN(c2cc(=O)n(-c3ccccc3C)c(=O)[nH]2)CC1
15	CC(=O)N1CCN(Cc2ccc3c(c2)Cc2ccccc2-3)CC1
16	CN(C)S(=O)(=O)Nc1ccc(N2CCC(NCCOc3cccnc3)CC2)cc1

screen / no. | 9 | 10 | 11 | 12 | 13 | 14 | 15 | 16
TEAD-YAP inh | 1 | -9 | -1 | 13 | -14 | 1 | -6 | -6
MITF inh | 1 | -8 | 9 | 11 | -1 | 23 | -4 | 1
FBW7 activator | -0.1 | -0.1 | 0.5 | 0.5 | -0.1 | 0.3 | -0.1 | -0.1
GPR151 activ | 2.0 | 0.1 | -0.1 | -1.2 | 1.6 | 1.2 | 0.1 | 0.8

17	O=C(CN1C(=O)c2ccccc2C1=O)ON1C(=O)CCC1=O
18	CCOc1ccc(S(=O)(=O)n2cnc3ccccc32)cc1C
19	Cc1c(NC(=O)c2ccc(Br)s2)c(=O)n(-c2ccccc2)n1C
20	O=[N+]([O-])c1c(NCCO)cc(Sc2nc3ccccc3o2)c2nonc12
21	CC[n+]1ccc(/C=C/c2ccc(OC)c(OC)c2OC)cc1
22	CC(C)NC(=O)COC(=O)c1ccc(Cl)c(S(N)(=O)=O)c1
23	COc1ccc(Cc2nnc(NC(=O)c3cccs3)s2)cc1
24	O=C(Nc1ccc([N+](=O)[O-])cc1)c1ccc2c(c1)C(=O)N(c1nccs1)C2=O

screen / no. | 17 | 18 | 19 | 20 | 21 | 22 | 23 | 24
TEAD-YAP inh | -7 | 1 | 6 | -10 | -4 | 3 | -2 | 1
MITF inh | -5 | 9 | 2 | 10 | -4 | 17 | -7 | 13
FBW7 activator | 0.1 | 0.3 | 0.7 | 0.1 | -0.1 | 0.3 | -0.3 | 0.5
GPR151 activ | -1.9 | -0.3 | 0.3 | -2.2 | 1.5 | 0.8 | -0.5 | -1.7

25	Cc1ccc(-n2nc3c(c2NC(=O)C(C)(C)C)CS(=O)C3)cc1 (stereo not drawn)
26	COc1ccccc1N1CCN(C2CCCN(Cc3cc(C)c(C)o3)C2)CC1 (stereo not drawn)
27	O=C1OC(c2cccc(I)c2)=N/C1=C/c1ccccc1F
28	CCN(CC)C(=O)[C@@H]1C[C@@H](NCc2ccc(F)cc2)CN1Cc1cccc(Cl)c1
29	CCOC(=O)C1CCN(C(=O)c2cccc(F)c2)CC1
30	N#Cc1nc(NCC(=O)Nc2ccc3c(c2)OCO3)[nH]c1C#N
31	CCS(=O)(=O)c1ccc2c(c1)N(Cc1ccccc1F)C(=O)C(C)O2 (stereo not drawn)
32	Cc1nc2ccccc2c2oc(C(=O)NCCc3ccc(S(N)(=O)=O)cc3)cc12

screen / no. | 25 | 26 | 27 | 28 | 29 | 30 | 31 | 32
TEAD-YAP inh | -6 | 12 | -3 | -1 | -3 | 8 | 11 | 11
MITF inh | -12 | -6 | -10 | 4 | -7 | -7 | -12 | 16
FBW7 activator | -0.1 | -0.2 | -0.1 | -0.1 | -0.2 | 0.0 | 1.0 | -0.1
GPR151 activ | -0.2 | -0.2 | -0.6 | -0.2 | -0.6 | -0.2 | -0.8 | 0.4

33	CC1CCN(C(=O)c2cc(N3C(=O)C4C5CCC(C5)C4C3=O)ccc2Cl)CC1 (stereo not drawn)
34	COC(=O)C12CC3CC(CC(NC(=O)C4CCC4)(C3)C1)C2
35	COc1cccc(-n2c(=S)sc3c2nc(SCC(=O)NCc2ccco2)n2c4ccccc4nc32)c1
36	CCOc1ccccc1N1CCN(Cn2ncn(C)c2=S)CC1
37	COCCNc1cc(C)nc2cc(-c3cc(OC)cc(OC)c3)nn12
38	COc1cc(N2CCOCC2)ccc1Nc1cc(Nc2ccccc2S(=O)(=O)NC(C)C)c(C(F)(F)F)cn1
39	CCOc1cc(CNCc2ccccn2)cc(Cl)c1OCC
40	O=C(O)c1ccccc1/C=N/NC(=S)NC1CCCCC1

screen / no. | 33 | 34 | 35 | 36 | 37 | 38 | 39 | 40
TEAD-YAP inh | 5 | -10 | 2 | 4 | 10 | -6 | 2 | 5
MITF inh | 0 | -1 | 15 | 12 | 3 | 0 | -4 | -3
FBW7 activator | -0.3 | 0.2 | 0.2 | 0.1 | 0.0 | 0.0 | -0.6 | 0.1
GPR151 activ | -0.6 | 1.2 | 0.3 | 2.7 | 0.6 | -0.7 | 0.9 | -1.2

Fetched one by one from the entries so far, four records:
23	COc1ccc(Cc2nnc(NC(=O)c3cccs3)s2)cc1
22	CC(C)NC(=O)COC(=O)c1ccc(Cl)c(S(N)(=O)=O)c1
9	NC(=O)NC(CC(=O)Nc1ccc(F)c(F)c1)c1cccc(Oc2ccccc2)c1 (stereo not drawn)
5	CCN1CCN(C(=O)c2cn(-c3ccc(F)cc3F)c(=O)c3ccccc23)CC1

screen / no. | 23 | 22 | 9 | 5
TEAD-YAP inh | -2 | 3 | 1 | -6
MITF inh | -7 | 17 | 1 | 1
FBW7 activator | -0.3 | 0.3 | -0.1 | -0.2
GPR151 activ | -0.5 | 0.8 | 2.0 | 2.1

(cont.)
41	COc1cccc(/C=C2/N=C(c3ccc(OC)c(Br)c3)OC2=O)c1
42	CC(=O)Nc1cccc(-c2nc3c(ccc4ccccc43)o2)c1
43	CCOC(=O)CSc1ccc(S(=O)(=O)N(C)C2CCCCC2)cc1[N+](=O)[O-]
44	CCCCCNC(=O)Nc1ccc(F)cc1
45	CC(C)n1c(NCCN2CCOCC2)nc2c(NCc3nc4ccccc4[nH]3)ncnc21
46	COc1ccc(-c2nc3ccc(C(=O)NC4CCCCC4)cc3nc2-c2ccc(OC)c(OC)c2)cc1OC
47	CCOC(=O)C1(CCOC)CCN(Cc2ccc(C(F)(F)F)cc2)CC1
48	COc1ccc(CCNC(=O)CCCOc2cccc(C)c2)cc1OC

screen / no. | 41 | 42 | 43 | 44 | 45 | 46 | 47 | 48
TEAD-YAP inh | 2 | -63 | 15 | -15 | 18 | 1 | 3 | -20
MITF inh | 10 | 12 | 16 | 3 | 0 | -5 | 2 | -3
FBW7 activator | 0.9 | 0.1 | 0.3 | 0.0 | -0.1 | -0.1 | 0.1 | 0.1
GPR151 activ | -2.1 | -0.8 | -1.5 | 1.5 | -0.7 | 0.8 | 0.1 | -1.0

49	CCCCCCC(=O)Oc1ccc(-c2cnc3ccccc3n2)cc1
50	COc1ccc(CC2(CO)CCN(S(=O)(=O)c3cccc4cccnc34)CC2)cc1
51	COC(=O)CCC(=O)N1c2cc([N+](=O)[O-])ccc2NC(=O)CC1C (stereo not drawn)
52	CCOC(=O)CNC(=O)CSc1nnnn1-c1ccc(OC)cc1
53	Cc1cc(C(=O)COc2ccc(-c3nnco3)cc2)c(C)n1CC1CCCO1 (stereo not drawn)
54	Cn1ncnc1-c1ccc2cnc(Nc3ccc(-n4cnc(N5CCOCC5)n4)cc3)nc2c1
55	CCOc1ccc(C=Nc2ccc(C(=O)O)cc2)c(O)c1
56	COc1ccccc1C(=O)Nc1nn2c(-c3ccccc3C)nnc2s1

screen / no. | 49 | 50 | 51 | 52 | 53 | 54 | 55 | 56
TEAD-YAP inh | -4 | -7 | 6 | 8 | -12 | -3 | -13 | -9
MITF inh | -1 | 14 | 15 | 4 | -5 | 17 | 14 | -2
FBW7 activator | 0.1 | 0.0 | 0.1 | 0.0 | -0.2 | -0.4 | 0.1 | -0.2
GPR151 activ | -1.4 | 0.5 | -0.4 | 0.1 | -0.7 | 2.0 | -1.3 | 0.5

At a glance, 4 of the compounds above.
1	O=C(CN1Cc2ccccc2OC(c2ccccc2)C1)NCc1cccnc1 (stereo not drawn)
2	CC[C@H](C)[C@@H]1NC(=O)[C@H]2CN(C(=O)Oc3cccc4ccccc34)CCN2C1=O
3	COC(=O)CCC(=O)Oc1cccc2ccccc12
4	CCOC(=O)c1c2n(c3cc(Cl)c([N+](=O)[O-])cc3c1=O)CCCCC2

screen / no. | 1 | 2 | 3 | 4
TEAD-YAP inh | 0 | 6 | 12 | 1
MITF inh | 11 | 11 | 2 | -1
FBW7 activator | 0.1 | 0.2 | -0.1 | 0.1
GPR151 activ | 0.8 | 0.8 | 1.6 | 1.6

Further entries
57	Cc1ccc2occ(CN3CCc4c(nc(C)[nH]c4=O)C3)c(=O)c2c1
58	CCOc1cc(S(=O)(=O)n2ccnc2)ccc1F
59	O=C(NCc1ccccc1F)c1ccco1
60	COc1ccc(C(C2=C(O)CC(C)(C)CC2=O)C2C(=O)CC(C)(C)CC2=O)cc1O (stereo not drawn)
61	CCCn1cc(-c2nc(-c3ccncc3)no2)c(=O)c2cc(C)ccc21
62	CCCC/C=C/c1cn2c(NC(=O)Cc3cccc(OC)c3)cnc2cn1
63	CCc1nnc2c3c(-c4ccc(C)c(C)c4)csc3ncn12
64	COc1ccc(CC(=O)N2CCC(C(=O)NC(c3ccccc3)c3ccccn3)CC2)cc1 (stereo not drawn)

screen / no. | 57 | 58 | 59 | 60 | 61 | 62 | 63 | 64
TEAD-YAP inh | 1 | -15 | 3 | -8 | 5 | -2 | 0 | -3
MITF inh | -10 | -12 | 4 | -1 | 2 | -7 | 19 | 16
FBW7 activator | -0.1 | 0.0 | -0.3 | -0.2 | -0.1 | 0.0 | 0.0 | 0.0
GPR151 activ | -0.8 | 2.7 | 1.0 | -0.4 | -0.1 | 0.8 | -0.2 | -0.5

65	O=C(N/N=C\c1ccc(F)cc1)C(Nc1cc([N+](=O)[O-])ccc1O)c1ccccc1 (stereo not drawn)
66	C=CCc1ccccc1OCC(O)CN1CCN(C)CC1 (stereo not drawn)
67	c1ccc(CN2CCC(Nc3nc(Nc4ccc5ncccc5c4)nc4c3ncn4C3CCCCC3)CC2)cc1
68	C#CC(C)(C)N1CCC(OC(C)=O)CC1
69	C/C(=N\Nc1ccccc1[N+](=O)[O-])c1ccc(N2CCOCC2)cc1
70	Cc1nn(C)c(C)c1NC(=O)CSc1nnc(C(c2ccccc2)c2ccccc2)n1C
71	CCn1cc(SCC(=O)N2CCc3ccccc32)c2ccccc21
72	CC1CCCC(NC(=O)CNC(=S)N(CCCN2CCOCC2)Cc2cccs2)C1C (stereo not drawn)

screen / no. | 65 | 66 | 67 | 68 | 69 | 70 | 71 | 72
TEAD-YAP inh | -2 | 3 | 3 | 2 | -4 | -2 | -3 | 2
MITF inh | 4 | -33 | 2 | 28 | 11 | 13 | 19 | -11
FBW7 activator | -0.2 | 0.1 | -0.1 | 0.9 | 0.0 | 0.2 | 0.0 | 0.0
GPR151 activ | -1.3 | 2.2 | -1.3 | -0.1 | 0.3 | 1.7 | -1.0 | -0.5

73	CSc1ncccc1C(=O)NCC1Cc2cc(-c3cnccn3)ccc2O1 (stereo not drawn)
74	Cc1ccc(Nc2nc3ccccc3n3cnnc23)nc1
75	Cc1ccccc1C(=O)Nc1nc(-c2ccccc2)c(C(=O)c2ccccc2)s1
76	COc1ccccc1CN1CCN(S(=O)(=O)c2ccc(Cl)cc2)CC1
77	Cc1ccc(CC2S/C(=N/c3ccccn3)NC2=O)cc1 (stereo not drawn)
78	CCOC(=O)c1c(NC(=O)CSc2ncccn2)sc2c1CCC(C)C2 (stereo not drawn)
79	COc1ccc(NC(=S)N(CCCN2CCCCC2)Cc2ccco2)cc1Cl
80	CCC(=O)Oc1ccc2c(c1)O/C(=C\c1cccc(OC)c1)C2=O

screen / no. | 73 | 74 | 75 | 76 | 77 | 78 | 79 | 80
TEAD-YAP inh | -2 | -3 | 10 | 3 | 5 | 11 | -1 | 87*
MITF inh | 1 | -2 | 4 | 10 | 5 | -3 | 10 | -5
FBW7 activator | -0.1 | -0.1 | 0.0 | 0.1 | -0.1 | 0.0 | 0.0 | 0.0
GPR151 activ | 0.5 | 0.9 | 0.2 | -1.0 | 4.1 | 1.7 | 1.1 | -0.9
